# FUS yeast rescue = qHTS for Suppressors of FUS Proteinopathy: Primary screen using FUS-linked yeast assay; S. cerevisiae FUS-expressing, growth rescue, OD600, 24 h; Potency, µM (top dose mostly 76.6 µM), without a hit: at the top dose growth rescue (activation), hits mostly activators; 390,000 tested, 0.24% active;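 note: potency is the fitted concentration of half-maximal effect; plate controls were DMSO vehicle for no effect and reference control for full effect; nearly all actives have a fitted effect of over 55% in size; some results filed as inactive show a strong effect at the top dose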
#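 Steps: raffinose overnight preculture; dilution to OD 0.005 in 2% galactose minimal medium; compound addition (concentration series); 24hr at 30C, 99% humidity; absorbance read at 600 nm.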
# TDP43 rescue = qHTS of TDP-43 Inhibitors | TDP-43 expressing yeast growth rescue, BacTiter-Glo, 24 h | AID 652104, 2013 | 410,000 tested, 1.8% active | Potency, µM (series often up to 46.1 µM), inactives show at the highest dose growth rescue (activation), usual class: activators; note: potency is the fitted concentration of half-maximal effect; % of control where 0% means no effect; nearly all actives have a fitted effect of over 50% in size
#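 Growth rescue of TDP-43-toxic yeast measured as ATP luminescence (BacTiter-Glo). Cells grown to mid-log in raffinose, induced in galactose at OD600=0.02, exposed to compound 24 hr at 30 deg C.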
# EPAC2 agonist = qHTS for Agonist of cAMP-regulated guanine nucleotide exchange factor 4 (EPAC2): primary screen. EPAC2 activation, biochemical qHTS; response scale: 100% = 6.5 mM cAMP response. Potency, µM (highest dose often 154 µM), for inactives: at the top dose activation, hits mostly activators. 360,000 tested, 0.079% active. AID 720711, 2013; note: potency is the fitted concentration of half-maximal effect; nearly all actives have a fitted effect of over 50% in size
#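 qHTS, titration series. 100 nM EPAC2 / 250 nM Rap1B-BODIPY-GDP / 50 uM GDP; RT; ex 480/em 540 nm, 5-min reads to 30 min. Norm. to 6.5 mM cAMP = activation.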
# Abeta rescue = qHTS for compounds that reverse cellular toxicity of Amyloid beta (A-beta) peptide in yeast: Primary Screen. Potency, µM (highest dose often 46.1 µM), inactives show at the top dose growth rescue, actives largely listed as activators. AID 1347071, 2019. 410,000 tested, 0.063% active. yeast expressing A-beta42, growth rescue, OD600, 48 h; response scale: 0% DMSO, 100% iron-clioquinol control; note: potency is the fitted concentration of half-maximal effect; nearly all actives have a fitted effect of over 55% in size
#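 Yeast growth medium received pinned compounds, then yeast cells expressing toxic A-beta were added; plates incubated at 30 C for 48 hr. Growth read as absorbance at 600 nm, normalized to DMSO and equimolar FeCl3 plus clioquinol controls.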
# DRD3 antagonist = qHTS of D3 Dopamine Receptor Antagonist: qHTS; AID 652054, 2013; max response, negative = inhibition, %; D(3) dopamine receptor (Homo sapiens), P35462; D3R cells, DiscoveRx beta-arrestin luminescence, antagonist mode; active compounds read low; 360,000 tested, 2.5% active; in the data active = max response below about -50%; inconclusive = no clear call, values can overlap the other calls; note: % is set by controls: 0 for no effect and ±100 for the full control effect; mostly tested at two doses, the higher about 12 µM
# Target sequence (P35462 whole entry, looked up): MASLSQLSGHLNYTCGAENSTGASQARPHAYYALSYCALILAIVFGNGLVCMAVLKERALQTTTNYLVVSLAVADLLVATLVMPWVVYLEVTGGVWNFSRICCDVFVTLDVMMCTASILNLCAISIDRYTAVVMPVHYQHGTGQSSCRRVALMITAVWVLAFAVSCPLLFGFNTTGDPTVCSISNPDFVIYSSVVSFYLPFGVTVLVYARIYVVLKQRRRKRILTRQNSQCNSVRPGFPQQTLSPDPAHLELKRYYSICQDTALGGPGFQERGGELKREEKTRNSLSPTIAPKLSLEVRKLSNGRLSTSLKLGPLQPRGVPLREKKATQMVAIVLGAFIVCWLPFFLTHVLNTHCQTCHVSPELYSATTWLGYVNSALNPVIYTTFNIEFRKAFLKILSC
#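 Cells expressing the human receptor were seeded at 1500 cells/well, incubated overnight at 37 degrees C in 5% CO2, then exposed to library compounds with dopamine controls for 90 minutes at 37 degrees C before luminescent detection.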
# EPAC2 antag = qHTS for Antagonist of cAMP-regulated guanine nucleotide exchange factor 2 (EPAC2): primary screen; Rap guanine nucleotide exchange factor 4 (Homo sapiens), Q8WZA2; EPAC2 GEF exchange of Rap1B-BODIPY-GDP, fluorescence; Potency, µM (series often up to 114 µM), for the others: at the top dose activity, negative = inhibition, hits mostly inhibitors; 360,000 tested, 0.18% active; AID 720708, 2013; note: potency is the fitted concentration of half-maximal effect; % is set by controls: 0 for no effect and ±100 for the full control effect; nearly all actives have a fitted effect of over 45% in size; many of its hits are not listed in these tables
# D3 ag = qHTS of D3 Dopamine Receptor Agonist: qHTS; D(3) dopamine receptor (Homo sapiens), P35462; D3R DiscoveRx beta-arrestin cells, luminescence, 90 min; max activation, %; 410,000 tested, 0.58% active; in the data active = max activation above about 30%; note: 0% is about no effect; mostly tested at two doses, the higher about 12 µM
#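 Cells at 1500/well, incubated overnight, then treated with pinned compounds (dopamine as control) for 90 min at 37 degrees C. DiscoveRx reagent added for 30 - 60 minutes at room temperature; luminescence read.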
# aSyn yeast inh = qHTS of alpha-syn Inhibitors | Potency, µM (titrated, usually from 46.1 µM), for inactives: at the highest dose growth rescue (activation), hits mostly activators | 370,000 tested, 0.14% active | AID 652106, 2013 | Yeast expressing alpha-synuclein, growth rescue, BacTiter-Glo, 24 h; note: potency is the fitted concentration of half-maximal effect; % of control where 0% means no effect; nearly all actives have a fitted effect of over 65% in size
#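 Rescue of yeast growth: cells expressing toxic alpha-synuclein, induced in galactose at OD600 0.02, incubated with compound 24 h at 30 C. ATP luminescence quantified growth; inhibitors of toxicity appear as activators.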
# Active calls of the source: *; u = inconclusive; x = no result given; [ ] = dose if it differs, or a comment. Unless noted, calls come from the whole dose curve; as a rule, active = well fitted curve in the direction sought with a large enough effect; inconclusive = small, poorly fitted or top-dose-only effect, or another doubt; inactive = no such curve, though single readings can be large; an effect the other way counts as inactive or inconclusive. Some of the compounds tested; count on the stated rates, not on these rows.
structure	FUS yeast rescue	TDP43 rescue	EPAC2 agonist	Abeta rescue	DRD3 antagonist	EPAC2 antag	D3 ag	aSyn yeast inh
Cc1c2cnn(CC(=O)NCC(C)c3ccccc3)c(=O)c2c(C)n1Cc1cccc(Cl)c1 (stereo unspecified)	-10%	27%	x	4%	x	x	-6	x
COc1ccc(CC2(CO)CCN(C(C)COc3ccccc3)CC2)cc1 (stereo unspecified)	16%	-6%	14%	-15%	u	4%	18	-2%
Cc1ccc(-c2nn(-c3ccccc3)cc2/C=C/C(=O)Nc2nccs2)cc1	-1%	4%	-11%	3%	45	0%	6	-1%
CCN(CC(=O)Nc1ccc(OC)cc1)C(=O)c1ccc2[nH]c3c(c2c1)CC(C)CC3 (stereo unspecified)	-6%	u	-5%	-4%	7	-13%	1	u
Cc1ccc(CCNc2nc3ccccc3c3nc(-c4cccnc4)nn23)cc1	-4%	0%	x	-21%	x	x	-2	x
CCOC(=O)C(C)n1nc(/C=C/c2ccc(OC)cc2)ccc1=O (stereo unspecified)	17%	17%	3%	1%	6	2%	3	1%
Cc1ccc(-n2ncc(C(=O)Nc3ccc(C)c(F)c3)c2C2CCN(C(=O)OC(C)(C)C)CC2)cc1C	18%	-6%	x	-14%	x	x	-10	x
C=C(C)COc1ccc(-c2ncncc2-c2ccc(Cl)cc2)c(O)c1	25%	15%	16%	26%	19	-25%	4	3%
Cc1cccc(N)c1SC1CCCCC1O (stereo unspecified)	x	0%	1%	29%	4	7%	3	12%
COc1ccc(C(=O)COC(=O)c2sccc2C)cc1OC	-5%	1%	2%	8%	33	1%	-4	1%
O=C(CCCOc1ccccc1)NCc1ccco1	-1%	19%	9%	20%	3	1%	-2	1%
COC(=O)c1c(NC(=O)c2ccccc2)sc2c1CC(C)(C)OC2	14%	-18%	10%	-6%	19	-4%	-7	-1%
CC/C(=N\NC(=O)C1CCCC1)c1ccc(Br)cc1	-19%	1%	-3%	-9%	-9	6%	-1	-1%
CN(c1ccc(C(=O)Nc2nccs2)cc1)S(=O)(=O)c1ccccc1	9%	25%	24%	2%	21	-4%	-1	5%
Cc1onc(-c2c(F)cccc2Cl)c1-c1nnc(-c2ccc(C(F)(F)F)cc2)o1	8%	0%	-2%	-8%	12	2%	15	8%
CN(C)c1nccc(N(Cc2ccccc2)Cc2ccccc2)c1C#N	u	-1%	21%	-2%	-28	-15%	-22	-4%
CCC(C(=O)N1CCCCCC1)n1nc(C)n2c(cc3occc32)c1=O (stereo unspecified)	-6%	4%	-3%	5%	10	-14%	-9	3%
Cc1ccc(OCCN2CCC2(C)C(=O)Nc2ccc3c(c2)OCO3)cc1 (stereo unspecified)	-5%	14%	14%	-8%	14	-22%	2	1%
CO[C@H]1O[C@H](CBr)[C@@H](OC(=O)c2ccccc2)[C@H](O)[C@H]1O	-11%	14%	-5%	5%	7	1%	-2	5%
CC(C)C(=O)Nc1nnc2n1CCS2	-22%	18%	x	-12%	x	x	1	-1%
COC(=O)[C@H](Cc1ccc(O)cc1)NC(=O)Cn1ccc(NC(=O)OCc2ccccc2)nc1=O	-17%	14%	3%	1%	0	22%	2	2%
O=C(Cc1cccs1)Nc1ccc(Cl)c(S(=O)(=O)N2CCOCC2)c1	26%	-10%	7%	-6%	0	1%	-2	-6%
Cc1ccc(C(=O)N(CCN(C)C)CC2CCCN(Cc3ccccc3F)C2)cc1C (stereo unspecified)	7%	13%	1%	23%	13	-2%	-7	2%
COc1cccc(C(=O)NCCN2CCOCC2)c1	32%	-29%	14%	-20%	-13	1%	4	-2%
CC(C)CC(=O)Nc1nnc(-c2ccco2)s1	12%	-17%	3%	6%	-26	14%	-4	3%
Cc1oc2ccc(O)c(CN3CCC(C)CC3)c2c1C(=O)Nc1ccccc1	0%	19%	x	-12%	x	x	-7	x
CCCCC(=O)OCc1cn(-c2ccc(Cl)cc2)nn1	14%	28%	-4%	-5%	2	-3%[57.1 µM]	0	4%
S=c1[nH]nc(Nc2ccccc2Cl)s1	18%	-13%	11%	-20%	-8	2%	1	-7%
COc1ccc(-n2c(=O)c3ccccc3n(Cc3ccccc3Cl)c2=O)cc1	-8%	15%	x	3%	x	x	4	x
CC(=O)c1ccc(C(=O)Nc2nnc(-c3ccc(Cl)cc3)o2)cc1	18%	10µM*	-9%	6.3µM*	-6	2%	0	3.2µM*
Cc1ccc2[nH]c(=O)c(CN(CC3CCCO3)S(=O)(=O)c3c(C)ccc4nsnc34)cc2c1 (stereo unspecified)	21%	-1%	5%	-4%	25	6%	4	2%
CCN(Cc1ccncc1)C(=O)Cc1cccs1	5%	-1%	3%	-7%	1	1%	7	0%
CCCCC(=O)NC(c1ccc(C(C)C)cc1)c1ccc2cccnc2c1O (stereo unspecified)	-9%	u	-4%	-65%[inhibitor]	4	-2%	12	1%
Cc1ccc(C)c(N2CCN(C(=O)C(CC(C)C)NS(=O)(=O)c3ccc4nc(C)sc4c3)CC2)c1 (stereo unspecified)	u	18%	x	2%	x	x	2	x
Cc1cccc(S(=O)(=O)Nc2nc3ccccc3nc2NCc2ccco2)c1	24%	-1%	7%	18%	3	-23%	1	8%
O=C(CCc1nnc2n(Cc3ccccc3Cl)c(=O)c3ccccc3n12)Nc1ccccc1	-2%	22%	x	2%	x	x	-5	x
COc1ccc(C(=O)NC(CCSC)C(=O)NCc2nnc3ccccn23)cc1 (stereo unspecified)	10%	-16%	6%	-2%	2	18%	0	-2%
COc1ccc(C(=O)c2cc3cccc(OC)c3o2)cc1	-2%	u	11%	13%	-2	-26%	4	0%
O=C(COC(=O)CC1CC2CCC1C2)NCc1ccccc1 (stereo unspecified)	13%	10%	12%	-27%	0	1%	-8	-1%
CCC(C)[C@H]1CN=C(N)N1CCc1cc(C(F)(F)F)cc(C(F)(F)F)c1 (stereo partly specified)	11%	4%	-11%	-10%	23	-3%	-3	-1%
CC[C@@]12C(=O)N(c3cccc(F)c3)C(=O)N1[C@H](c1ccc(Br)cc1)[C@@H]1C(=O)N(C(C)(C)C)C(=O)[C@@H]12	38%	0%	2%	13%	13	-7%	17	3%
CC(=O)N1c2ccc(S(=O)(=O)N3CCCC(C(=O)Nc4cccc(Cl)c4)C3)cc2CC1C (stereo unspecified)	25%	0%	-4%	13%	19	-5%	1	1%
CC(C)c1ccc(OCC(O)CN2CCN(c3ccccn3)CC2)cc1 (stereo unspecified)	-2%	-19%	10%	-8%	-30	-4%	42*	-9%
COc1ccc(CNCCCn2cnc3c(OCc4ccccc4)ncnc32)cc1	-3%	17%	0%	-31%[inhibitor]	25	-5%	-3	4%
O=C(NCc1cccs1)c1cc(-c2ccc(O)cc2)on1	-14%	16%	3%	17%	-7	7%	-6	7%
O=c1[nH]cnc2c1oc1ccccc12	17%	7%	4%	0%	2	14%	1	-1%
Cc1ccc(CNC(=O)Cn2c(=O)n(Cc3ccccc3)c(=O)c3sc4ccccc4c32)cc1	-8%	14%	x	-6%	x	x	0	x
O=C(COc1ccc(Cl)cc1)Nc1ccc2c(c1)CCC2	-13%	-2%	4%	-10%	-20	-2%	-5	3%

# Compound profiles, from the list above:
# Cc1cccc(N)c1SC1CCCCC1O (stereo unspecified) is entered as FUS yeast rescue = x; TDP43 rescue = 0%; EPAC2 agonist = 1%; Abeta rescue = 29%; DRD3 antagonist = 4; EPAC2 antag = 7%; D3 ag = 3; aSyn yeast inh = 12%
# CC(=O)c1ccc(C(=O)Nc2nnc(-c3ccc(Cl)cc3)o2)cc1 is entered as FUS yeast rescue = 18%; TDP43 rescue = 10µM*; EPAC2 agonist = -9%; Abeta rescue = 6.3µM*; DRD3 antagonist = -6; EPAC2 antag = 2%; D3 ag = 0; aSyn yeast inh = 3.2µM*

# Some of the entries so far, with values under each structure.
# Value order – FUS yeast rescue | TDP43 rescue | EPAC2 agonist | Abeta rescue | DRD3 antagonist | EPAC2 antag | D3 ag | aSyn yeast inh
> O=C(CCc1nnc2n(Cc3ccccc3Cl)c(=O)c3ccccc3n12)Nc1ccccc1
    -2% | 22% | x | 2% | x | x | -5 | x
> COc1ccc(C(=O)NC(CCSC)C(=O)NCc2nnc3ccccn23)cc1 (stereo unspecified)
    10% | -16% | 6% | -2% | 2 | 18% | 0 | -2%
> COc1ccc(C(=O)c2cc3cccc(OC)c3o2)cc1
    -2% | u | 11% | 13% | -2 | -26% | 4 | 0%
> O=C(COC(=O)CC1CC2CCC1C2)NCc1ccccc1 (stereo unspecified)
    13% | 10% | 12% | -27% | 0 | 1% | -8 | -1%
> CCC(C)[C@H]1CN=C(N)N1CCc1cc(C(F)(F)F)cc(C(F)(F)F)c1 (stereo partly specified)
    11% | 4% | -11% | -10% | 23 | -3% | -3 | -1%
> CC[C@@]12C(=O)N(c3cccc(F)c3)C(=O)N1[C@H](c1ccc(Br)cc1)[C@@H]1C(=O)N(C(C)(C)C)C(=O)[C@@H]12
    38% | 0% | 2% | 13% | 13 | -7% | 17 | 3%
> CC(=O)N1c2ccc(S(=O)(=O)N3CCCC(C(=O)Nc4cccc(Cl)c4)C3)cc2CC1C (stereo unspecified)
    25% | 0% | -4% | 13% | 19 | -5% | 1 | 1%
> CC(C)c1ccc(OCC(O)CN2CCN(c3ccccn3)CC2)cc1 (stereo unspecified)
    -2% | -19% | 10% | -8% | -30 | -4% | 42* | -9%
> COc1ccc(CNCCCn2cnc3c(OCc4ccccc4)ncnc32)cc1
    -3% | 17% | 0% | -31%[inhibitor] | 25 | -5% | -3 | 4%
> O=C(NCc1cccs1)c1cc(-c2ccc(O)cc2)on1
    -14% | 16% | 3% | 17% | -7 | 7% | -6 | 7%
> O=c1[nH]cnc2c1oc1ccccc12
    17% | 7% | 4% | 0% | 2 | 14% | 1 | -1%
> Cc1ccc(CNC(=O)Cn2c(=O)n(Cc3ccccc3)c(=O)c3sc4ccccc4c32)cc1
    -8% | 14% | x | -6% | x | x | 0 | x
> O=C(COc1ccc(Cl)cc1)Nc1ccc2c(c1)CCC2
    -13% | -2% | 4% | -10% | -20 | -2% | -5 | 3%

# Screening data from PubChem BioAssay.
